rTrxR1 inhibitor – blocks rat thioredoxin reductase 1 | recombinant rTrxR1, NADPH fluorescence consumption, selenite substrate | Potency, µM (series often up to 114 µM), for inactives: at the highest dose activity change, negative = inhibition, most hits filed as inhibitors | hit rate 1% among 390,000 | AID 588453; note: % is set by controls: 0 for no effect and ±100 for the full control effect; nearly all actives have a fitted effect of over 65% in size
Target sequence (O89049 whole entry, looked up): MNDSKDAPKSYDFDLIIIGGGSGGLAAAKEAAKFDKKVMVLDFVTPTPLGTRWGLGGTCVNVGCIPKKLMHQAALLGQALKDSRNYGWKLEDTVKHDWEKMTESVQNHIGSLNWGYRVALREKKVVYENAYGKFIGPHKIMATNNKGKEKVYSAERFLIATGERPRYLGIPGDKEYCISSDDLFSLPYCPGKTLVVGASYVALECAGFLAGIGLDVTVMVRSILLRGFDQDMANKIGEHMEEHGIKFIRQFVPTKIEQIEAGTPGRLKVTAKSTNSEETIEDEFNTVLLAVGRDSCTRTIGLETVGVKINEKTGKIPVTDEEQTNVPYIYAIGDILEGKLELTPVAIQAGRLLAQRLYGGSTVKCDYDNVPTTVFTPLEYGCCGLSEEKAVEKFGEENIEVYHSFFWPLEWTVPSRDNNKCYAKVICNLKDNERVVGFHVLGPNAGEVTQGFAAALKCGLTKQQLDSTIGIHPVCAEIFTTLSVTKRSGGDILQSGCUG
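Rat TrxR1 (90 nM in the dispensed reagent) was pre-reduced with 400 uM NADPH for 5 min at room temperature, then incubated with compound for 15 min. After 400 uM selenite was added, NADPH fluorescence (Ex 340/Em 450 nm) was followed for 8 min.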
TrxR1 substrate – rat thioredoxin reductase 1 substrate activity; Potency, µM (series often up to 114 µM), for the others: at the highest dose activity change, negative = substrate turnover; purified TrxR1 substrate turnover, NADPH consumption readout; AID 588456; hit rate 0.01% among 390,000; O89049; note: % is set by controls: 0 for no effect and ±100 for the full control effect; nearly all actives have a fitted effect of over 50% in size
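Rat TrxR1, dispensed at 90 nM, was prereduced with 400 uM NADPH (final) for 5 min at ~22 deg C, then incubated with compound 15 min before 400 uM selenite. A first-read NADPH fluorescence drop versus no-compound background flagged substrates.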
Vif-APOBEC3G blk – inhibitors of Vif-APOBEC3G interaction; HeLa A3G-eYFP + Vif (tagged APOBEC3G with the HIV-1 protein that degrades it), YFP fluorescence, overnight; Potency, µM (doses to about 46.1 µM), for inactives: top-dose activity, negative = active, hits mostly inhibitors; hit rate 0.076% among 410,000; AID 602310;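 note: % is set by controls: 0 for no effect and ±100 for the full control effect; nearly all actives have a fitted effect of over 60% in size; hits raise eYFP signal because A3G escapes Vif-driven loss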
Target sequence (Q9HC16 whole entry, looked up): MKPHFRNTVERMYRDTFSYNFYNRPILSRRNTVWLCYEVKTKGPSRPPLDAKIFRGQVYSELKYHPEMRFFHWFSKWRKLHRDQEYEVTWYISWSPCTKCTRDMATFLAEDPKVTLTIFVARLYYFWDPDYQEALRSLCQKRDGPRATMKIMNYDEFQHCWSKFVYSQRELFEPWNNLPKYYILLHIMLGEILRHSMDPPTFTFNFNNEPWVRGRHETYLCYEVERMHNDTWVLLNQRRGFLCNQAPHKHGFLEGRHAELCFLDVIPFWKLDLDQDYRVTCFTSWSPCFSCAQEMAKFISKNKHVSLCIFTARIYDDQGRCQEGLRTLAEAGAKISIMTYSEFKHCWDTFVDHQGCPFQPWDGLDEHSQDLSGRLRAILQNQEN
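HeLa cells stably expressing Vif and C-terminally eYFP-tagged A3G, seeded overnight at 37 deg C, then exposed to compound by pintool overnight at 37 deg C. Rise in yellow fluorescence (Ex 488/Em 500-530, Acumen) marks blocked Vif-driven A3G degradation.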
RXFP1 ag – RXFP1 (human) receptor agonism | AID 2676 | hit rate 0.3% among 370,000 | HEK293T-RXFP1 cAMP TR-FRET, 30 min; response scale: percent of porcine relaxin response, buffer zero | Potency, µM (doses to about 57.5 µM), inactives show at the highest dose activation, actives largely listed as activators; note: % is set by controls: 0 for no effect and ±100 for the full control effect; nearly all actives have a fitted effect of over 60% in size; many of its hits are not listed in these tables
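Agonist response is measured as cAMP accumulation in an RXFP1-transfected HEK293T line under PDE4 inhibition. Values are scaled between buffer-only and 29 nM porcine relaxin, and EC50s come from standard Hill equation fits.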
USP1 inh – inhibitors of human USP1/UAF1 deubiquitinase; O94782; Potency, µM (top dose mostly 57.1 µM), for the others: at the top dose activity change, negative = inhibition, hits mostly inhibitors; hit rate 0.23% among 390,000; AID 743255; recombinant USP1/UAF1, Ub-Rhodamine cleavage fluorescence; note: % is set by controls: 0 for no effect and ±100 for the full control effect; nearly all actives have a fitted effect of over 60% in size; inactives centre near -12
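In this screen, compounds sit with the deubiquitinase complex (1nM) for 15 min at room temperature before Ub-Rho is added at 150nM final. Fluorescence rise is then followed for 6 reads every 60 seconds.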
12-LOX inh – ALOX12 (human) lipoxygenase inhibition | hit rate 1.1% among 580,000 | purified 12hLO, xylenol orange hydroperoxide absorbance | Potency, µM (series often up to 108 µM), for the others: top-dose activity change, negative = inhibition, usual class: inhibitors | P18054; note: % is set by controls: 0 for no effect and ±100 for the full control effect
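Purified human 12hLO at 150 nM in 25 mM Hepes, 0.01% Triton X-100, pH 7.0, preincubated 15 min at room temperature with compound. Reaction started with 40 uM arachidonic acid, 30 min at room temperature. Hydroperoxide measured by Fe-xylenol orange, 573/405 nm absorbance ratio.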
IDH1 R132H inh – human IDH1 R132H inhibition; O75874; IDH1-R132H enzyme, NADPH consumption, diaphorase/resazurin fluorescence; Potency, µM (series often up to 76.6 µM), without a hit: at the highest dose activity change, negative = inhibition, hits mostly inhibitors; hit rate 0.093% among 390,000; AID 602179; note: % is set by controls: 0 for no effect and ±100 for the full control effect; nearly all actives have a fitted effect of over 65% in size
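IDH1-R132H (0.5 ug/mL) preincubated 30 min with compound, then NADPH (0.016 mM) and alpha-KG (2 mM) added; 80 min at RT, pH 7.5. Remaining NADPH coupled via diaphorase/resazurin to fluorescence (540/590 nm); concentration-response curves normalized to no-enzyme control.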
RGS4 inhibitor – inhibitors of human regulator of G protein signaling 4; P49798; hit rate 0.039% among 390,000; Potency, µM (highest dose often 114 µM), without a hit: at the highest dose activity change, negative = inhibition, most hits filed as inhibitors; Transcreener GDP fluorescence polarization, RGS4-accelerated GTP hydrolysis; note: % is set by controls: 0 for no effect and ±100 for the full control effect; nearly all actives have a fitted effect of over 75% in size; some results filed as inactive show a strong effect at the top dose
Target sequence (P49798 whole entry, looked up): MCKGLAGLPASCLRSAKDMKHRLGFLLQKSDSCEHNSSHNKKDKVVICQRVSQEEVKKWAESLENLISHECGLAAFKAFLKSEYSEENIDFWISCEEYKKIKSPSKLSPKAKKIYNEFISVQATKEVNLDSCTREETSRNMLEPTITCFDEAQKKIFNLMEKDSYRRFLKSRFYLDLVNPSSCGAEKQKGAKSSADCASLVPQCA
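MLSMR compounds (23 nl, pin-transferred) preincubated 10 min at room temperature with a 500nM (2x) first reagent, then RGS4 at 900nM (2x) plus Transcreener GDP mix added; fluorescence polarization (620/688 nm) read before and after 90 min at 30 °C.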
Vif-A3F inh – Vif-A3F binding inhibition | HeLa A3F-eYFP + Vif (tagged APOBEC3F with the HIV-1 protein that degrades it), YFP fluorescence increase | Potency, µM (titrated, usually from 46.1 µM), without a hit: at the highest dose activity, negative = active | hit rate 0.2% among 390,000 | AID 602313; note: % of control where 0% means no effect; nearly all actives have a fitted effect of over 65% in size
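HeLa cells stably expressing A3F-eYFP plus Vif, plated and incubated overnight at 37 deg C, then exposed to compounds overnight at 37 deg C. Blocked degradation read as raised yellow fluorescence (Ex 488/Em 500-530).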
An asterisk follows results filed as active; u = inconclusive; x = no result given; & = joins results of further samples; [ ] = dose if it differs, or a comment. Calls come from the whole dose curve; as a rule, active = well fitted curve in the direction sought with a large enough effect; inconclusive = small, poorly fitted or top-dose-only effect, or another doubt; inactive = no such curve, though single readings can be large; an effect the other way counts as inactive or inconclusive. Potency is the fitted concentration of half-maximal effect. Only part of the results is shown, so the mix of outcomes need not match the whole.

Compound,rTrxR1 inhibitor,TrxR1 substrate,Vif-APOBEC3G blk,RXFP1 ag,USP1 inh,12-LOX inh,IDH1 R132H inh,RGS4 inhibitor,Vif-A3F inh
Cc1cccc(Cn2c(CN3CCC(C(=O)NCc4cccnc4)CC3)cc3ccccc32)c1,-7%[57.1 µM],-7%[57.1 µM],0%,1.1%,-13%,-26%,1%,-18%,-5%
CC(O)[C@H]1CNCCN1CC1(c2ccccc2)CC1 (some centres not stated),5%,8%,2%,1.8%,-26%,0%,-1%,11%,4%
c1ccc(CCCN2CCOCC2)cc1,6%,-1%,-1%,-0.2%,-18%,u,-3%,-10%,3%
O=S(=O)(c1cccs1)N1CN(Cc2ccc(Cl)cc2)c2nc3ccccc3nc21,-3%,-1%,6%,-0.4%,-13%,u,-3%,-1%,9%
COc1cccc(COC(=O)C2CCN(S(=O)(=O)c3cccs3)CC2)c1OC,3%[57.1 µM],0%[57.1 µM],2%,0.3%,-8%,-27%,0%,18%,1%
CCCCCC(=O)N/N=C/c1cccs1,-8%,-3%,-1%,-0.6%,-9%,-4%,4%,-18%,1%
CC(C)C(=O)NC(Nc1cccc([N+](=O)[O-])c1)C(Cl)(Cl)Cl (configuration not stated),8%,-1%,0%,-0.3%,-4%,-12%,1%,23%,-1%
CC(=O)NS(=O)(=O)c1ccc(N2C(=O)c3ccccc3C2=O)cc1,21%[57.1 µM],9%[57.1 µM],0%,9.4%,-5%,-9%,-5%,-22%,-2%
COc1ccc(/C=N/NC(=O)c2cccc(OC(F)(F)C(F)F)c2)cc1O,-18%,-10%,-28%,4.4%,-13%,-25%,6%,-16%,1%
O=C(Nc1ccc(Cl)c(Cl)c1)c1ccc(Cl)c(Cl)c1,11%[2.29 µM],0%[2.29 µM],-7%,17%,-26%,0%,6%,-2%,0%
C/C(=N\NC(=O)CCc1ccccc1)c1ccc(Br)cc1,14%[11.4 µM],5%[11.4 µM],-9%,0.2%,-13%,-9%,-2%,-2%,0%
Cc1c(C#N)c(O)[nH]c(=O)c1N=Nc1ccc(Cl)c(C(=O)O)c1,-19%,-14%,0%,-1.2%,-17%,u,-11%,-5%,2%

Brought forward from above: two compounds, then new ones.
Compound,rTrxR1 inhibitor,TrxR1 substrate,Vif-APOBEC3G blk,RXFP1 ag,USP1 inh,12-LOX inh,IDH1 R132H inh,RGS4 inhibitor,Vif-A3F inh
C/C(=N\NC(=O)CCc1ccccc1)c1ccc(Br)cc1,14%[11.4 µM],5%[11.4 µM],-9%,0.2%,-13%,-9%,-2%,-2%,0%
Cc1c(C#N)c(O)[nH]c(=O)c1N=Nc1ccc(Cl)c(C(=O)O)c1,-19%,-14%,0%,-1.2%,-17%,u,-11%,-5%,2%
N#Cc1ccsc1NC(=O)C1CCN(C(=O)c2ccc(F)cc2)CC1,-20%,-1%,-9%,2.4%,-24%,365%[activator],-12%,-13%,-14%
COc1cc(OC)cc(C(=O)NNS(=O)(=O)c2ccc(F)cc2)c1,-21%,-13%,0%,-0.1%,11%,4%,-8%,18%,-2%
O=C(CN1C(=O)NC2(CCCCCC2)C1=O)c1ccc(F)cc1,2%,3%,1%,0.6%,-17%,0%,1%,4%,7%
CCN1CCN(C(=S)NCC(C)C)CC1,-6%,-5%,0%,0.0%,-8%,u,7%,10%,-7%
CC(C)(C)OC(=O)N1CCC[C@H]1C(=O)Nc1ccc(C#N)cc1,35%,9%,6%,2.7%,-33%,-8%,4%,4%,-4%
COc1ccc(CNC(=O)c2cccc(NC(=O)CC3SC(N4CCCCC4)=NC3=O)c2)cc1 (configuration not stated),10%[11.4 µM],5%[11.4 µM],-1%,x,-15%,0%,0%,13%,10%
CC(C)Cn1c(SCC(=O)NC2CCCc3ccccc32)nc(O)cc1=O (configuration not stated),12%,4%,0%,0.3%,-9%,u,3%,-20%,x
Cc1[nH]n(-c2ccccc2)c(=O)c1/C=N/Nc1nncc(-c2ccccc2)n1,-16%,-9%,u,-1.4%,-11%,16µM*,3%,-31%,-1%
CCOC(=O)c1cccc(NC(=O)CC2C(=O)N(c3ccc(Cl)cc3)C(=O)N2C2CCCC2)c1 (configuration not stated),-12%,-17%,-1%,3.9%,-6%,u,0%,20%,-4%
CCc1ccc2c(CN3CCN(S(=O)(=O)c4cccs4)CC3)cc(=O)oc2c1,19%,-1%,1%,-1.1%,4%,-13%,1%,-14%,-4%
COc1ccc(Cl)cc1NC(=O)Cn1c(=O)n(Cc2nc(C)no2)c(=O)c2ccccc21,16%,0%,1%,-0.3%,-6%,-14%,-7%,10%,0%
CCN(C(=S)NC(=O)c1ccccc1Br)C1CCCCC1,-10%,4%,0%,0.7%,-15%,6%,-3%,-30%,-9%

Results in IDH1 R132H inh, TrxR1 substrate and RGS4 inhibitor (three entries from above):
| SMILES | IDH1 R132H inh | TrxR1 substrate | RGS4 inhibitor |
| --- | --- | --- | --- |
| COc1ccc(/C=N/NC(=O)c2cccc(OC(F)(F)C(F)F)c2)cc1O | 6% | -10% | -16% |
| O=S(=O)(c1cccs1)N1CN(Cc2ccc(Cl)cc2)c2nc3ccccc3nc21 | -3% | -1% | -1% |
| Cc1cccc(Cn2c(CN3CCC(C(=O)NCc4cccnc4)CC3)cc3ccccc32)c1 | 1% | -7%[57.1 µM] | -18% |

(more compounds)
Compound,rTrxR1 inhibitor,TrxR1 substrate,Vif-APOBEC3G blk,RXFP1 ag,USP1 inh,12-LOX inh,IDH1 R132H inh,RGS4 inhibitor,Vif-A3F inh
O=C1c2ccccc2C(=O)N1CN(C(=O)c1ccccc1[N+](=O)[O-])c1ccc(F)cc1,8%[57.1 µM],6%[57.1 µM],2%,1.2%,-5%,-13%,13%,2%,10%
CC(C)(C)N1C(=O)c2ccc(C(=O)Nc3nccs3)cc2C1=O,2%[57.1 µM],-4%,2%,0.2%,-2%,47%[activator],1%,-7%,7%
COCC(C)NS(=O)(=O)c1ccccc1 (configuration not stated),10%,3%,2%,4.3%,-20%,12%,-9%,-9%,1%
O=C(NN1C(=O)c2ccccc2NC1c1ccccn1)c1ccccc1 (configuration not stated),-16%,23%,1%,0.0%,-7%,4%,9%,-19%,11%
COc1ccc(C(=O)NCC(=O)N/N=C/C(C)=C/c2ccco2)cc1OC,-22%,-6%,u,0.6%,6%,3%,7%,-10%,-5%
O=c1c2cc(Br)ccc2nc2n1CCCCC2,-12%[57.1 µM],-6%[57.1 µM],1%,4.5%,4%,x,-5%,29%,-11%
Cc1cccc(NC(=O)c2ccc(NC(=O)c3ccccc3Br)cc2)c1,1%,-6%,3%,-0.2%,-5%,23%,14%,41%,-20%
Nc1ccc(C23CC4CC(CC(CO)(C4)C2)C3)cc1,-8%,-5%,0%,-1.3%,-21%,0%,7%,-1%,4%
CCN(CC)CCCn1c2c(c(SCC(=O)Nc3cccc4ccccc34)nc1=O)CCC2,-1%,6%,1%,-1.2%,-20%,-4%,7%,-27%,1%
O=C(NCc1ccccc1OC(F)(F)F)C1CCC(=O)N(CCc2ccccn2)C1 (configuration not stated),9%,2%,-2%,x,1%,8%,1%,-7%,7%
CCN(CC)S(=O)(=O)c1ccc(NC(=O)c2ccc(Sc3nncn3C)c([N+](=O)[O-])c2)cc1,-14%[57.1 µM],-4%[57.1 µM],-4%,1.7%,3%,-12%,6%,5%,-3%
CC(=O)c1ccc(S(=O)(=O)Nc2cccc(S(=O)(=O)NC3=NCCC3)c2)cc1,-9%,-5%,-2%,4.5%,-6%,-7%,-4%,2%,-16%

(further entries)
Compound,rTrxR1 inhibitor,TrxR1 substrate,Vif-APOBEC3G blk,RXFP1 ag,USP1 inh,12-LOX inh,IDH1 R132H inh,RGS4 inhibitor,Vif-A3F inh
Cc1cc(=O)[nH]c2nnc(SCc3ccc(C(F)(F)F)cc3)n12,17%[57.1 µM],-1%[57.1 µM],-1%,2.4%,-18%,-24%,4%,25%,4%
Cc1oc2ncn(CC(C)C)c(=O)c2c1C(=O)NC(C)c1ccccc1 (configuration not stated),9%,-7%,u,-0.5%,-19%,-28%,0%,0%,-17%
O=C(NCCCN1CCOCC1)c1ccc2c(c1)N(Cc1ccccc1)C(=O)c1ccccc1S2=O (configuration not stated),5%,1%,0%,-0.8%,-20%,20%,0%,-22%,3%
Cc1ccc(Cl)cc1NC(=O)CNCC(c1ccccc1)N(C)C (configuration not stated),-11%,9%[57.1 µM],3%,-0.3%,-1%,u,5%,-38%,-15%
O=C1CC(N2CCN(c3ccc(S(=O)(=O)N4CCOCC4)cc3)CC2)C(=O)N1Cc1ccccc1 (configuration not stated),1%[57.1 µM],4%[57.1 µM],-1%,-0.5%,-7%,1%,1%,-13%,3%
O=C(COC(=O)c1cc(Br)ccc1O)NCC1CCCO1 (configuration not stated),-1%,-1%,-6%,-2.1%,-4%,-3%,10%,10%,u
O=S1(=O)N=C(c2ccccc2)C=C(c2ccccc2)N1,1%,-5%,-3%,x,-19%,u,-6%,3%,15%
CN(C)CCOC(=O)CCCCCCCCC(=O)OCCN(C)C,18%[57.1 µM],7%,-2%,5.3%,-5%,0%&194%,-5%,11%,7%
Cc1ccc(N(C(=O)c2ccc(Br)o2)C2C=CS(=O)(=O)C2)cc1 (configuration not stated),12%,-2%,0%,1.3%,-22%,-13%,-3%,5%,4%

Screens (PubChem)
